Source: PubChem BioAssay (several laboratories)
HSF1 inhib: HSF1 inhibition; NIH3T3-HGL HSE-luciferase, MG132-induced, luminescence 8 h; stronger effect = lower value; activity change, negative = inhibition, % at 7.5 µM (by protocol); actives 0.77% (n = 300,000);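 active means more than half of replicate wells show activity change below -50%, luminescence cut by over half; inconclusive means some wells, but at most half, below -50%; inactive means no replicate well below -50%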;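 further: luciferase reports HSF-1 transcriptional activity via heat shock element; 0% = median of DMSO wells and -100% = zero luminescence signal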
HDAC3 inh: inhibitors of human histone deacetylase 3; recombinant HDAC3, fluorogenic peptide/trypsin coupled, fluorescence; O15379; inhibition, % at 8.3 µM; actives 0.15% (n = 320,000); in the data active means inhibition above about 26%, passing the limit was not always enough; inconclusive means no clear call, values can overlap the other calls
Target sequence (O15379 whole entry, looked up): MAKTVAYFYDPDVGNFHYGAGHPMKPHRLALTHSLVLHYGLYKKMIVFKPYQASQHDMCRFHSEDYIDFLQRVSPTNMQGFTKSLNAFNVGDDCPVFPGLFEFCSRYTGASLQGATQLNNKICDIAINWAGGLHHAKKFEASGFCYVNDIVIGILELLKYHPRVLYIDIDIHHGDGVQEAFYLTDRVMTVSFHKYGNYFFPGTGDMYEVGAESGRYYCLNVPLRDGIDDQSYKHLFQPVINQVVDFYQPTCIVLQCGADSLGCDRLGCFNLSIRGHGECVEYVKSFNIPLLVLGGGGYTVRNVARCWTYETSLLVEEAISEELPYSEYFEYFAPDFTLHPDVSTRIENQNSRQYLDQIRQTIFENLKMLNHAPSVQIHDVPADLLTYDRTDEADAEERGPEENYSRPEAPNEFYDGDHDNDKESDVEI
IEC-6 cytotox: kills IEC-6 intestinal cells in KLF5 counter-screen; IEC-6 cytotoxicity, luminescence viability; inhibition, % at 5 µM; actives 0.78% (n = 290,000); in the data active means inhibition above about 22%;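 further: 0% = plate median of test compound wells and 100% = cytotoxic reference compound wells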
AI-2 QS modul: modulators of Vibrio harveyi AI-2 quorum sensing system | Vibrio harveyi JMH597 AI-2 luminescence/OD600 ratio, 9 h; stronger effect = lower value; strain lacks LuxN and CqsS sensors; 0 = neutral-control median | activity change, % at 7.5 µM | actives 0.4% (n = 300,000); in the data active means activity change below about -75%, passing the limit was not always enough; inconclusive means no clear call, values can overlap the other calls;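 further: luminescence divided by OD600 gain over 9 h not by final OD600 alone; inactives centre near 13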
HIF activator: HIF pathway transcriptional activation; actives 0.32% (n = 300,000); activation, % at 7.5 µM (by protocol); U2OS HRE-luciferase reporter, luminescence; normalized: DMSO 0%, desferrioxamine 100%; AID 1910;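 active means mean activation of at least 10% of the iron chelator positive control signal, with at least half of replicates also reaching 10%; inconclusive means mean and replicate majority disagree about reaching 10%; inactive means mean and most replicates under 10%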
KLF5 inh: suppresses KLF5 promoter-driven expression. DLD-1 KLF5 promoter-luciferase reporter, luminescence. inhibition, % at 5 µM. actives 0.23% (n = 290,000). AID 1700;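 active means inhibition above a per-plate limit of that plate's mean compound inhibition plus 3 SD, cut at about 60% in these data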;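 further: 0% = DMSO wells and 100% = LY294002 at 200 µM; higher means less KLF5 promoter-driven luciferase light; inactives centre near -14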
HSP90 refold inh: inhibitors of HSP90 luciferase refolding in rabbit reticulocyte lysate; inhibition, % at 5.6 µM; actives 0.91% (n = 290,000); luciferase refolding luminescence, 3 h;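 active means inhibition above the screen-wide mean plus 3 SD, computed separately per campaign, cut at about 16% in these data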;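 further: 0% = DMSO wells and 100% = 60 µM geldanamycin wells; inhibitors lower the luminescence because luciferase stays unfolded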
aSyn UTR inh: MLPCN primary screen, SNCA 5' untranslated region | alpha-synuclein 5'UTR reporter, inhibitor activity | actives 0.82% (n = 300,000) | AID 1813 | inhibition, % (tested at 7.5 µM); in the data active means inhibition above about 60%; inconclusive means no clear call, values can overlap the other calls;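 further: H4 neuroglioblastoma cells stably carrying SNCA 5'UTR luciferase fusion; 0% = DMSO wells and 100% = positive control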
HSF1 activator: increases HSF-1 driven luciferase reporter signal; NIH3T3-HGL HSF-1 luciferase reporter, MG132, 8 h; 100% = twice DMSO control signal; activation, % at 9 µM; actives 1.7% (n = 300,000); AID 504408;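 active means mean replicate activation of at least 50% with a set share of replicates each reaching 50%; inconclusive means only one of those two conditions met; inactive means mean below 50% and too few replicates reaching it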;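 further: 0% = median of the neutral control wells and 100% = twice that signal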
Platelet DG rel: modulates dense granule release in human platelets | human platelet-rich plasma, SFLLRN dense granule ATP release, luminescence | inhibition, %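 (compounds screened at 7.5 µM in platelet-rich plasma)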 | actives 0.22% (n = 300,000);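 active means mean replicate score, as percent of positive control, at or above 50; inconclusive means mean below 50 but at least one replicate at or above 50; inactive means mean and every replicate below 50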
* = called active by the depositor; u = inconclusive; x = no result given; & = joins results of further samples.

SMILES	HSF1 inhib	HDAC3 inh	IEC-6 cytotox	AI-2 QS modul	HIF activator	KLF5 inh	HSP90 refold inh	aSyn UTR inh	HSF1 activator	Platelet DG rel
O=c1cc(O)nc(SCc2ccccc2)n1-c1ccccc1	1&3	3&-2	3&3	45&32	-0.1&0.1	-6&-16	0&2	10&28	-10&11	7&1
Cc1cc(NS(=O)(=O)c2ccc(NC(=S)NC(=O)c3ccc(F)cc3Cl)cc2)no1	8	-6	2	0	-0.1	-10	0	19	2	-12
Cc1cc(CN(C)C(=O)C2CCC(=O)N(CCc3ccccc3)C2)n[nH]1 (stereo not drawn)	-5	-2	-5	17	-0.7	-41	-5	23	-13	0
CCN(C(=O)CSc1nnc(-c2ccccc2)n1C)C1CCS(=O)(=O)C1 (stereo not drawn)	-13	-3	-1	2	-0.1	-3	-2	-1	-5	6
Cc1cc2nc(-c3cc(N4CCOCC4)ccc3[N+](=O)[O-])ccn2n1	-8	3	1	12	-0.7	-14	-2	20	0	2
CC1CCCCN1C(=O)COc1ccccc1F (stereo not drawn)	19	-3	0	-8	0.1	-3	2	12	56*	2
Cc1ccc2nc(-c3ccccn3)c(NC3CCCC3)n2c1	1	1	0	44	3.2	-116	-4	-165	4	12
CCN(CC)C(=O)C1CCCN(Cc2cccc(F)c2)C1 (stereo not drawn)	6	5	-6	25	-0.1	-11	-3	7	-4	0
CC(=O)c1cccc(OCC(O)CN2CCN(C(=O)c3ccco3)CC2)c1 (stereo not drawn)	2	2	0	8	0.1	-3	-2	31	5	5
COc1ccc(S(=O)(=O)NCCC(=O)Nc2ccc(C)cc2)cc1	1	-1	3	21	-1.2	-33	-1	2	-6	-1
CCN1C(=O)c2cccc3c(Cl)ccc(c23)C1=O	-3	4	3	-7	-0.8	-3	1	-9	4	2
COc1ccc(CC2(C)OC(c3ccc(Cl)cc3)=NN2C(C)=O)cc1 (stereo not drawn)	x	4	3	13	x	-9	-1	14	x	0
CCCCn1c(N)c(N(CC(C)C)C(=O)c2cccc(S(=O)(=O)N3CCCCCC3)c2)c(=O)[nH]c1=O	-6	10	3	17	-0.2	-12	1	4	-3	-2
COc1ccc(NC(=O)CCNS(=O)(=O)c2cccc3nonc23)c(OC)c1	0	6	1	21	-0.2	-14	-4	-2	1	-5
CCOC(=O)c1c(C)nc2cc(C)cc(C)n12	-2	4	-13	12	0.0	5	-6	8	5	-3
CCN(c1ccccc1)S(=O)(=O)c1ccc(Cl)c(NC(=O)COC(=O)c2ccc(Cl)c(N)c2)c1	-7	-4	6	23	0.2	-7	-5	1	-18	-5
Cc1c(N=Cc2ccc(Br)s2)cccc1[N+](=O)[O-]	-7	3	-2	23	1.4	-23	-3	-35	3	-8
COc1ccc(CCn2c(C3CCCCC3)nc3c(c(=O)c4ccccc4n3C)c2=O)cc1	-7	9	4	21	0.3	18	2	75*	-12	11
CCOC(=O)Cc1csc(NC(=O)Nc2cccc(OC)c2)n1	-5	-5	1	-1	0.0	-21	2	-43	-2	-3
CCc1ccc(Nc2ncccc2C#N)cc1	1	2	9	4	1.1	-1	0	-68	15	-1
COc1cc(-c2nnc3sc(-c4cccs4)nn23)cc(OC)c1OC	-4	3	-10	5	-0.3	-35	3	41	-2	-1
COc1ccc(CCNC(=O)C(C)n2nc(C)n3c(cc4occc43)c2=O)cc1OC (stereo not drawn)	0	-1	2	11	0.2	1	-3	-4	-2	-2
O=C(Cc1ccc(Cl)cc1)Nc1ccc(SC(F)F)cc1	30	16	1	-27	2.6	-38	-2	-58	26	-19
O=c1cc(NCc2ccco2)[nH]c(=O)n1-c1ccc(Br)cc1	-8	0	2	-7	0.1	3	6	1	-8	0
CN(Cc1ccccn1)C(=O)CC1C(=O)NCCN1Cc1ccc(F)cc1Cl (stereo not drawn)	-3	2	9	3	-0.2	-10	-3	-13	2	-4
CC(C)(C)NC(=O)c1cc(F)c(F)cc1Cl	1	0	-4	4	2.0	13	6	9	-8	-4
CCOC(=O)C1CCCCN1Cc1ccc(F)cc1 (stereo not drawn)	3	4	2	15	-0.1	-21	1	30	0	3
O=C(c1ccc(N2CCCCC2)c([N+](=O)[O-])c1)N(Cc1ccccc1)c1ccccn1	-7	1	5	17	-0.3	7	5	13	2	3
CC(=O)N1CCc2cc(S(=O)(=O)NCCC(=O)Nc3cc(C)cc(C)c3)ccc21	0	-1	4	x	-0.1	-46	1	-7	2	-2
O=C(O)c1cccc(-c2ccc3c(c2)OCO3)c1	-7	2	2	34	1.2	-15	-1	-9	-6	-1
Cc1ccc(C(=O)Nc2ccc3cn[nH]c3c2)cc1S(=O)(=O)N1CCOCC1	5	3	0	-24	2.3	-40	0	-47	-4	28
COc1cc2c(cc1NC(=O)C(c1ccccc1)c1ccccc1)CCCC2	11	2	3	17	0.1	-46	7	-42	12	6
CCCN(CC(=O)Nc1ccccc1C)C(=O)c1ccc(-c2ccc(C(C)=O)cc2)o1	10	-3	x	34	-10	x	x	-15	21	7
COc1ccc(-c2[nH]ncc2/C=N\NC(=O)c2ccc(Br)o2)cc1OC	0	12	3	6	-0.2	-28	2	-1	9	-11
CN1CCN(S(=O)(=O)c2ccc(NC(=O)COc3ccccc3)cc2)CC1	-1	3	6	41	0.0	-37	3	7	3	0
CN(C)S(=O)(=O)c1cccc(-c2nnc(SCCNCCO)n2-c2ccc(F)cc2)c1	-5	-5	2	8	-0.5	-8	2	11	-3	19

Some of the entries above in another layout.
Results follow in this order: HSF1 inhib, HDAC3 inh, IEC-6 cytotox, AI-2 QS modul, HIF activator, KLF5 inh, HSP90 refold inh, aSyn UTR inh, HSF1 activator, Platelet DG rel
> CCOC(=O)C1CCCCN1Cc1ccc(F)cc1 (stereo not drawn)
  3, 4, 2, 15, -0.1, -21, 1, 30, 0, 3
> CC(=O)N1CCc2cc(S(=O)(=O)NCCC(=O)Nc3cc(C)cc(C)c3)ccc21
  0, -1, 4, x, -0.1, -46, 1, -7, 2, -2

Next section
SMILES	HSF1 inhib	HDAC3 inh	IEC-6 cytotox	AI-2 QS modul	HIF activator	KLF5 inh	HSP90 refold inh	aSyn UTR inh	HSF1 activator	Platelet DG rel
c1ccn2cc(-c3ccc4c(c3)OCO4)cc2c1	-1	5	-5	16	1.1	-28	0	-26	12	9
Cc1cccc(NC(=O)COc2ccc(Br)cc2C)n1	18	2	1	9	2.2	-6	1	-210	17	17
COc1cccc(Nc2nc(-c3sc(NC(=O)c4ccccc4)nc3C)cs2)c1	9	-1	9	9	1.2	-37	45*	-37	8	2
NC(=O)c1c(NC(=O)c2ccccc2C(=O)O)sc2c1CCCC2	-6	17	-4	13	-0.8	-16	-2	6	4	-5
CCOC(=O)N1CCN(CC(=O)Nc2nc3ccccc3s2)CC1	-7	-4	-4	19	-0.1	-1	-1	-11	-18	-13
CCc1nnc2c(N(C)C)nc3ccccc3n12	-7	u	0	22	0.5	-14	4	-4	-2	8
CC1CC(C)CN(c2nc(NCc3ccco3)nc(N)c2[N+](=O)[O-])C1 (stereo not drawn)	17	1	6	43	0.4	-28	0	22	2	-3
Cc1ccc(NC2c3ccccc3C(=O)N2c2cccnc2)cc1 (stereo not drawn)	1	-1	3	3	0.3	-28	0	-4	-8	3
O=C(c1ccco1)N1CCN(C(=O)c2cccc3c2C(=O)N(C2CCCCC2)C3)CC1	-4	-4	-1	3	0.2	-5	1	-14	-6	-4
Cc1ccc(CN2CCNC(=O)C2CC(=O)N(C)CCc2ccccc2)cc1 (stereo not drawn)	2	-3	-4	20	0.2	1	-2	-13	-1	2
O=C(N[C@@H]1CCC(=O)N(CC[C@H](Oc2ccccc2)c2ccccc2)CC1)OCc1ccccc1	13	13	5	12	-0.2	-2	-1	-17	20	-3
Cc1ccc(C(=O)NC(=S)NNC(=O)COc2ccccc2C)cc1	-8	5	4	19	1.6	-27	-2	-17	-16	5
Nc1cccc2c1C(=O)N(CCOc1ccc(F)cc1)C2=O	39	3	9	9	1.7	-109	8	-118	62*	8
CC/C(=C\c1oc2cc3ccccc3cc2[n+]1CC)Nc1ccccc1	39	3	3	14	2.9	-13	-2	-7	47	-13
Cc1c(C)c2ccc(OCC(=O)Nc3ccccn3)cc2oc1=O	6	-13	-4	13	-0.5	-82	25*	-16	-11	-1
CC1Cc2ccccc2N1C(=O)c1ccc2nccnc2c1 (stereo not drawn)	-1	-4	1	42	-0.8	-23	-8	10	-4	-2
CCCCCOC(=O)c1cc(=O)[nH]c2ccccc12	-27	0	-1	-3	0.9	-10	0	-1	-40	9
O=C(NCc1ccco1)C(=O)NCC1OCCN1S(=O)(=O)c1ccc(Cl)cc1 (stereo not drawn)	11	4	-5	46	0.0	-11	1	10	-4	-1
O=[N+]([O-])c1ncn(Cc2ccccc2Cl)n1	9	-1	2	18	-0.2	-24	4	-7	23	2
COc1cc2c(-c3ccc(O)cc3)nc3c(c(C)nn3-c3ccccc3)c2cc1OC	x	-10	2	x	x	-32	5	x	x	x
O=C(CCC(=O)N(CC(=O)NC1CCCC1)Cc1cccs1)Nc1nccs1	-4	-1	-1	22	-0.8	-40	0	16	-8	1
CCC1(CC)NC(=O)N(CC(=O)NC(=O)NCc2ccccc2)C1=O	-6	1	3	-8	-0.6	-8	-2	-4	6	-5
CC(C)n1c(SCC(=O)Nc2ccc3c(c2)OCO3)nc2c1c(=O)n(C)c(=O)n2C	1	5	0	39	-0.1	-31	-1	29	-9	1
C=C[C@]1(C)C[C@H]1[C@H](NP(=O)(c1ccccc1)c1ccccc1)c1ccccc1	x	-5	2	x	x	11	3	x	x	x
O=C(CCn1c(=O)oc2ccccc21)N(Cc1ccccc1)c1ccccn1	5	-4	0	9	-0.2	-17	0	9	-9	1
CC(C)(C)NC(=O)COc1ccc(-c2ccccc2)cc1	10	-5	-6	17	4.5	-99	-2	-110	22	2
CCC1(CC)NC(=O)NC1=O	x	-9	4	17	-0.5	-10	-5	11	x	-2
O=C(CCNC(=O)c1ccc(Cl)cc1)Nc1ccc(F)cc1F	9	2	-1	19	0.0	-16	0	2	-2	-2
O=C(Nc1ccccc1)C1=C[C@@H](c2ccccc2)C[C@@H](OCc2ccc(CO)cc2)O1	22	-4	-4	-8	3.6	-7	7	-94	34	5
O=C(COc1ccc(Cl)cc1)NCc1nnc(SCC(=O)NCCc2ccccc2)o1	9	-3	-2	7	0.6	8	-3	8	17	6
O=C(NNS(=O)(=O)c1cccc(Cl)c1)c1cc(-c2ccc(F)cc2)nc2ccccc12	9	6	-3	x	-0.5	-46	-4	-13	25	11
O=C(COC(=O)c1cc(S(=O)(=O)N2CCOCC2)ccc1F)NCc1ccco1	-5	2	14	2	-0.2	-25	2	12	0	-15
CCOC(=O)C1CCN(C(=O)CCn2c(=O)[nH]c3ccsc3c2=O)CC1	x	-1	-1	x	x	-20	-2	x	x	x
C/C(=C\C(=O)c1ccccc1)Nc1cccc(O)c1	0	-2	-14	34	0.4	3	-3	-246	7	4
C/C(=N\NC(=O)Cn1nc(C)cc1C)c1ccc([N+](=O)[O-])cc1	-6	-12	10	10	0.2	5	3	-8	-6	8
Cc1cccc(-n2cnc(C(=O)Nc3cccnc3)c2)n1	x	-5	1	16	x	-82	-6	x	x	x
COc1ccccc1-c1nnc(NC(=O)c2ccc3ncsc3c2)o1	-18	0	23*	-65	1.7	-71	15	-132	-24	3

The order is random. Share with any hit: about 5%.
